# iPSC survival up = increases survival of single human iPS cells; AID 602274; hiPSC single-cell survival, ATPlite luminescence; 100% = ROCK inhibitor wells, 0% = DMSO; survival enhancement, % at 20 µM; hit rate 0.044% among 360,000; in the data active = survival enhancement above about 18%;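 also: cells exposed to compounds for 16 hours before the ATP read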
# Vif imaging = HIV Vif inhibition. inhibition, % at 7.49 µM. hit rate 0.35% among 340,000. HEK293T cells, Vif self-association by quenched fluorescence, imaging, 24 h; in the data active = inhibition above about 50%, passing the limit was not always enough; also: some results filed as inactive read as strong as hits
# CaV13 FRET inh = Disruptors of the CACNA1D IQ motif to Ca2+-dependent inactivation inhibitor domain association, primary screening, Förster resonance energy transfer in intact living …; hit rate 0.098% among 340,000; inhibition, % at 12.3 µM; HEK cells, CFP/YFP FRET ICDI-IQ, plate reader, 10 min; percent FRET-ratio fall versus neutral wells;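 active = mean replicate inhibition of at least 30% and at least 1% of replicates passing that level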;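 also: 0% = median of the neutral control wells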
# Exocytosis inh = lytic granule exocytosis inhibition | TALL-104 LAMP-1 surface exposure, flow cytometry; cells stimulated with thapsigargin and PMA | inhibition, % at 10 µM | hit rate 0.66% among 360,000 | AID 651702;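 active = inhibition above about 55%, limit read from the data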
# ABCB6 inh MLPCN = inhibitors of human ABC transporter ABCB6; Q9NP58; K562-ABCB6 porphyrin accumulation, flow cytometry, 1 h; stronger effect = lower value; fluorescence ratio to DMSO, % at 10 µM; hit rate 0.19% among 360,000; AID 602162;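 active = fluorescence ratio to DMSO below 75%, the collection mean minus 3 SD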;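 also: signal is porphyrin accumulated inside mitochondria; 100% equals median channel fluorescence of DMSO control wells; lower ratio means ABCB6 inhibition with less porphyrin fluorescence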
# HTR2A ag = agonists of mouse serotonin 5-HT2A receptor (HTR2A); hit rate 0.66% among 360,000; AID 624169; activation, % at 7.6 µM; P35363; CHO-K1 mHTR2A beta-arrestin complementation, luminescence; percent of 30 µM serotonin response;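 active = activation above a run cutoff, the mean activation of all tested compounds plus 3 SD, cut at about 14% in these data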;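 also: 0% = plate median of compound wells and 100% = 30 µM serotonin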
# Target sequence (P35363 whole entry, looked up): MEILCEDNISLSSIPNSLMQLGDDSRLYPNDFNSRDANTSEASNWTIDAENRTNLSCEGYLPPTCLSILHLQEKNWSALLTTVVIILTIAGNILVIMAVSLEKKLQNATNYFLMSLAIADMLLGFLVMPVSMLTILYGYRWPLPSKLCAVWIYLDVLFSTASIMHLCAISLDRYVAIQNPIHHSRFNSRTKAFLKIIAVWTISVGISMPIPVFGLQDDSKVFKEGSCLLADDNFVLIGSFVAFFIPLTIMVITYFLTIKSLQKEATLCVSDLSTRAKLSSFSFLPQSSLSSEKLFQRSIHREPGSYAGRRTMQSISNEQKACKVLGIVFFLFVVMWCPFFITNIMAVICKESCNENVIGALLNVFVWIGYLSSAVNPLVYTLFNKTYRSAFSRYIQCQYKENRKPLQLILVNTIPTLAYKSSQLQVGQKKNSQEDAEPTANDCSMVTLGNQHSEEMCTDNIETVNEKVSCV
# aDG glyco act = increases alpha dystroglycan glycosylation; activation, % at 10 µM; Pro5-aDG cells, alpha-DG glycosylation AlphaScreen (IIH6); 0% Pro5, 100% B10-LARGE cell signal; AID 624168; hit rate 0.22% among 360,000;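 active = activation of at least 8% versus controls, or a plate z-score of at least 8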;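 also: Pro5 are CHO cells carrying HIG-tagged alpha-DG that lacks glycosylation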
# PDI turbidity = inhibitors of human protein disulfide isomerase; AID 588391; inhibition, % at 10 µM; PDI insulin aggregation turbidity, A650, 90 min; hit rate 0.052% among 350,000; P07237;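 active = mean inhibition across replicates of 30% or more, whatever share of single replicates reach that level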;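 also: absorbance from insulin aggregation driven by PDI reduction with DTT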
# Target sequence (P07237 whole entry, looked up): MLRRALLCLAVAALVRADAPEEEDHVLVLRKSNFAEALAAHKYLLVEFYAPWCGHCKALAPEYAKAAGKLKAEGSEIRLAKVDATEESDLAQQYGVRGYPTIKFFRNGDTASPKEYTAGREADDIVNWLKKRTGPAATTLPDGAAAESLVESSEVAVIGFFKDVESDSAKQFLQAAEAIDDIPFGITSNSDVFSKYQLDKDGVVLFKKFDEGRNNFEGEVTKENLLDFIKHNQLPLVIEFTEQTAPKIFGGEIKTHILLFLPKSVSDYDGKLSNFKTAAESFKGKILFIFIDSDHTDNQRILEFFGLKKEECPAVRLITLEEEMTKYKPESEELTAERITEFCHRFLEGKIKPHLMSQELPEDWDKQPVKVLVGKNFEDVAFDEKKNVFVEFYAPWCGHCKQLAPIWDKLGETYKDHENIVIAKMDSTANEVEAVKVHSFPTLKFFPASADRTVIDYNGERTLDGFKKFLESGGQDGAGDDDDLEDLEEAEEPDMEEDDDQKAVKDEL
# Cardio protect = modulators protecting cardiomyocytes from myocardial damage | hit rate 0.63% among 360,000 | H9c2 cardiomyocytes, H2O2 injury protection, ATPLite, 2 h | protection from H2O2 cell death, % at 20 µM;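 active = compounds giving at least 50% protection of heart cells from peroxide-induced death in the single-dose screen, raw or plate-pattern-corrected value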;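 also: 0% = DMSO wells with peroxide and 100% = DMSO wells without peroxide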
# Glyco luc inh = N-linked glycosylation inhibition | D54 ERlucT glycosylation luciferase reporter, 24 h; percent of 100 nM tunicamycin response | reporter increase, % at 12.5 µM | hit rate 0.23% among 360,000;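 active = mean luciferase reporter signal, scaled so untreated is 0 and the glycosylation-blocking control 100, at or above a set limit in every replicate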;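 also: luciferase carries N-glycosylation sites so blocking glycosylation raises the light; 0% = median of neutral control wells and 100% = median of 100 nM tunicamycin wells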
# The depositor's hits bear a star; i = inactive; . = not tested or not shown.
SMILES,iPSC survival up,Vif imaging,CaV13 FRET inh,Exocytosis inh,ABCB6 inh MLPCN,HTR2A ag,aDG glyco act,PDI turbidity,Cardio protect,Glyco luc inh
CC1(C)CC(NC(=O)C2CCCCC2)CC(C)(C)N1,-0.5,-2,-19,-4,96,2,-0.1,-22,0,2
CCOc1ccc(/C=C2\SC(=S)N(C(C(=O)O)c3ccccc3)C2=O)cc1OC (centres undefined),2.6,-7,-47,2,99,5,-0.1,4,2,2
CC(/C=N/N1CCN(c2ccc(C)cc2)CC1)=C\c1ccccc1,1.5,-4,-4,-9,105,-2,-0.2,-22,-8,2
Cc1nc(-c2ccccc2)sc1C(=O)CSc1ccccc1,1.2,1,-7,-2,101,0,-0.2,1,-6,3
COc1ccc(Cl)cc1/C=C/c1ccc2cccc(O)c2n1,-0.8,-4,-2,-1,103,-3,0.0,-4,41,21
CSc1nc(C)c(C(=O)Nc2ccccc2)c(-c2ccco2)c1C#N,0.4,-19,-7,-1,98,16*,0.2,-5,8,0
O=C(CSc1ccc(F)cc1)Nc1ccc(Br)cc1,-1.1,3,1,-2,103,-8,0.2,15,-2,2
CCOC(=O)c1[nH]c(=O)[nH]c1CSCCO,-3.2,0,.,0,101,2,0.1,-1,5,1
CCN(CC(=O)Nc1c(C(=O)OC)[nH]c2ccc(C)cc12)c1ccc2c(c1)OCO2,-1.5,-5,.,4,92,-2,0.8,10,29,2
CC(=O)N1CCc2cc(S(=O)(=O)CCC(=O)N3CCN(C(=O)c4ccco4)CC3)ccc21,3.0,0,.,-2,97,-1,-0.2,-5,-4,1
CCc1ccccc1N(CC)C(=O)c1cn(C)c(=O)c2cc(OC)c(OC)cc12,-2.0,3,-3,0,146,8,-0.3,4,21,1
Cc1cccc(NC(=O)C2CC(O)CN2C(=O)Oc2ccccc2)c1 (centres undefined),2.7,21,-4,-10,91,13,-0.1,-5,-2,2
O=C1/C(=C\c2cc([N+](=O)[O-])ccc2O)SC(=S)N1Cc1ccc(Cl)cc1,-0.4,-14,-31,-7,i,-8,-0.2,0,-20,-1
COc1ccccc1NC(=S)NC(C)C(c1cccs1)N1CCOCC1 (centres undefined),1.9,3,-4,1,97,-4,-0.1,-5,2,-1
Oc1c(C(c2ccccn2)N2CCCCC2)cc(Cl)c2cccnc12 (centres undefined),-0.5,-2,-16,-2,98,22*,0.0,-1,38,14
COc1ccc(-c2c(C(=O)c3ccccc3)[nH]c(N)c2C(=O)c2ccccc2)cc1OC,-0.6,.,-5,19,96,-15,0.1,.,.,.
C=CCn1cc(-c2ccc(Cl)cc2)cc(C#N)c1=O,-1.2,.,-5,0,107,5,0.0,5,0,2
CCOc1ccc(C(=O)N2CCn3c2nc2ccccc23)cc1,-0.6,0,-12,-1,95,-6,0.0,-3,-2,3
O=C(c1ccc(Br)cc1)N(Cc1ccco1)C1CCS(=O)(=O)C1 (centres undefined),-0.6,10,-15,2,98,0,0.0,0,2,1
O=C(N1CCOCC1)N1CCN(S(=O)(=O)c2cccc([N+](=O)[O-])c2)CC1,-0.6,-2,-2,0,100,1,0.0,-2,-5,3
CCC(C)NS(=O)(=O)c1ccc(NC(=O)c2c(-c3ccccc3)noc2C)cc1 (centres undefined),-1.4,0,13,-7,91,8,1.3,12,-3,-4
O=C(NCc1ccc2[nH]c3c(c2c1)CCCC3)c1ccc(S(=O)(=O)N2CCCCC2)cc1,-1.3,.,13,1,100,2,-0.3,.,-8,-2
CC1C(=O)N2CCCc3cc(S(=O)(=O)N4CCN(c5cccc(Cl)c5)CC4)cc1c32 (centres undefined),-0.5,2,-6,-1,97,0,0.0,-4,-6,0
CC(=O)Nc1ccc(OCc2cnc(Cl)s2)cc1,-1.1,0,-2,1,87,-3,0.3,1,-2,-1
C[C@@H]1CN([C@H](C)CO)C(=O)CCCn2nncc2CO[C@@H]1CN(C)S(=O)(=O)c1ccc(C#N)cc1,-2.1,-2,.,2,101,0,-0.1,0,9,0
CC1CCC(=NNC(=O)Cc2cccn2C)CC1 (centres undefined),-0.5,-3,-2,0,85,5,0.3,4,0,3
CC(Oc1ccccc1)C(=O)Nc1nc2c(s1)C(=O)CC(C)(C)C2 (centres undefined),-0.8,-5,-5,3,99,-4,0.1,-54,0,2
CCOC(=O)Cc1csc(NC(=O)c2cccc([N+](=O)[O-])c2)n1,-0.5,3,-4,16,98,-4,0.1,1,1,0
Cc1cc(C)n(S(=O)(=O)c2ccc(Cl)cc2)n1,-0.3,-2,-19,6,99,1,-0.1,-7,-5,2
Cc1ccc(O)c(CNc2nc3ccccc3[nH]2)c1,-0.1,-2,7,0,100,-8,0.4,6,0,-4
Cc1nn(C)c(C)c1C1C(C#N)=C(N)OC2=C1C(=O)CC(C)(C)C2 (centres undefined),-2.6,3,-2,1,102,-2,-0.3,1,9,-1
Cc1ccc2nc(C)cc(C(=O)N3CCCC(N4CCN(c5ccccc5C)CC4)C3)c2c1 (centres undefined),0.2,15,-9,-1,102,-5,0.1,11,6,-2
NCCCC[C@H]1CNC(=O)C(=O)N1CC1CCCCC1,-1.0,-3,-19,-7,94,6,0.0,-1,0,1
CCOC(=O)C1=NN(C(C)=O)C2(CC(=O)N(c3ccc(C)c(C)c3)C2=O)C1 (centres undefined),0.2,0,-5,-2,100,-1,-0.2,7,-1,1
COc1ccc2oc(C(=O)NNC(=O)c3ccc(F)cc3)c(C)c2c1,0.3,-13,-3,-4,107,2,0.1,7,-3,2
CC(C)Cc1nc2ccccc2n1CCc1ccccc1,-2.6,-5,-3,-3,96,-7,0.2,13,4,0
CCN(CC)S(=O)(=O)c1cc([N+](=O)[O-])ccc1N1CCC(C(N)=O)CC1,-0.6,14,-2,-1,93,5,-0.1,6,0,1
CN(C(=O)c1ccc(NC(=O)Cc2cccc(NC(=O)C3CCCN(C(=O)C4CC4)C3)c2)cc1)C1CC1 (centres undefined),-3.4,-4,-4,6,104,-3,0.2,2,-19,3
CN1C/C(=N\S(=O)(=O)c2ccccc2)N(C)C1=O,1.6,3,-18,-4,96,3,0.0,-2,-2,0
Cc1ccc2c(c1)N(S(=O)(=O)c1ccc(CN3C(=O)c4cccnc4C3=O)cc1)CCO2,-0.3,-1,-7,-2,97,-1,0.7,-6,-6,3
O=C(CCc1ccccc1)Nc1ccccc1C(F)(F)F,3.9,-6,-4,-2,102,0,0.0,-4,1,-3
O=C(Nc1ccc(F)cc1)C1CCCN1S(=O)(=O)c1cccc2nsnc12 (centres undefined),-0.7,-1,-6,-7,97,-1,-0.1,-1,5,0
O=C(O)c1ccccc1-c1ccccc1C(=O)Nc1ccc2c(c1)CCC2,0.4,1,-21,-3,101,-3,0.0,-3,4,1
COC(=O)c1ccc(C)c(NS(=O)(=O)c2cn(C)nc2C)c1,-0.6,1,-6,1,98,0,0.1,-10,4,3
OCCOCCn1c(C2CCCN2c2nc(-c3ccc(F)cc3)cs2)nc2cc(C(F)(F)F)ccc21 (centres undefined),-2.0,.,-10,3,98,0,0.5,-4,-4,-16
O=C(CCN1C(=O)c2cccc([N+](=O)[O-])c2C1=O)NC1CCCCCC1,0.9,11,-3,2,96,1,-0.1,-5,3,0
Cc1cc(C(F)(F)F)nn1CC(=O)N(C)C1CCCCC1,2.6,-3,.,2,95,1,-0.5,0,13,3
Cc1nc(Nc2ccc(S(=O)(=O)N3CCCCC3C)cc2)c2nnn(Cc3ccccc3)c2n1 (centres undefined),-0.2,0,-5,-2,94,0,1.8,3,-26,-3
Cc1cc(CNC(=O)COC(=O)Cn2[nH]c(=O)c3ccccc3c2=O)cc(C)c1O,-0.5,1,-5,2,97,4,-0.1,-1,104*,-1
CC(=O)c1cccc(N(C(=O)c2csnn2)C(C(=O)NC2CCCC2)c2ccccc2)c1 (centres undefined),1.4,12,-2,4,97,3,-0.1,20,4,-1

# Record cards (already shown). Order of screens: iPSC survival up | Vif imaging | CaV13 FRET inh | Exocytosis inh | ABCB6 inh MLPCN | HTR2A ag | aDG glyco act | PDI turbidity | Cardio protect | Glyco luc inh
# Profile of O=C(CCc1ccccc1)Nc1ccccc1C(F)(F)F = 3.9 | -6 | -4 | -2 | 102 | 0 | 0.0 | -4 | 1 | -3
# Profile of O=C(Nc1ccc(F)cc1)C1CCCN1S(=O)(=O)c1cccc2nsnc12 (centres undefined) = -0.7 | -1 | -6 | -7 | 97 | -1 | -0.1 | -1 | 5 | 0

# (list continues)
SMILES,iPSC survival up,Vif imaging,CaV13 FRET inh,Exocytosis inh,ABCB6 inh MLPCN,HTR2A ag,aDG glyco act,PDI turbidity,Cardio protect,Glyco luc inh
COc1ccc(-c2csc(-c3cccs3)n2)cc1OC,-1.0,1,4,4,93,0,-0.1,-4,-9,-4
O=C(CCl)N1N=C(c2cccs2)CC1c1ccco1 (centres undefined),-0.2,-5,-12,5,91,0,0.5,4,-8,19
O=C(/C=C/c1c(F)cccc1Cl)Nc1nc2ccccc2[nH]1,0.4,1,-3,2,97,-1,-0.2,-5,7,-1
O=C(Cn1[nH]c(=O)c2ccccc2c1=O)Nc1cccc(S(=O)(=O)N2CCCCCC2)c1,-0.5,6,1,2,95,0,0.5,-9,7,-2
CCOC(=O)C1CCN(S(=O)(=O)c2ccc3c4c(cccc24)C(=O)N3CC)CC1,3.6,2,-30,-9,103,2,0.2,4,4,2
CN(C)S(=O)(=O)N1CCC(Oc2ccc(C(=O)NC3Cc4ccccc4C3)cc2)CC1,0.2,-21,-2,-2,97,-1,0.0,-2,-6,-9
CC1CC(C)CN(C(=O)CSC2=Nc3ccccc3C3=NC(Cc4c[nH]c5ccccc45)C(=O)N23)C1 (centres undefined),0.1,-8,.,4,93,-3,0.2,0,22,0
O=C(c1ccc(Br)o1)N(Cc1ccccc1)Cc1ccccc1,3.0,0,-11,5,86,-6,0.3,0,-3,-3
COc1ccc(S(=O)(=O)N2CCC(C(=O)NC(C)CCc3ccccc3)CC2)cc1 (centres undefined),-0.5,-5,-3,51,96,-1,-0.1,7,-4,0
COc1ccc(OCC(=O)Nc2cccc(S(=O)(=O)N(C)c3ccccc3)c2)c([N+](=O)[O-])c1,-0.9,10,-6,0,100,5,-0.3,-5,-12,-4
NNC(=O)c1cc2c(N3CCC(Cc4ccccc4)CC3)ncnc2s1,1.0,-13,-5,17,102,11,0.3,6,-26,1
CCCCC(=O)Oc1cc(C)[nH]c(=O)c1[N+](=O)[O-],-1.0,-1,-7,-1,104,3,-0.1,6,3,0
COC(=O)c1ccc(NC(=O)CCn2cccc2)cc1,-2.5,.,.,-3,101,-1,0.0,-6,0,-3
CCCCCNC(=O)C(C1CC1)n1c(=O)c(-c2ccco2)nc2ccccc21 (centres undefined),.,.,-11,-2,.,2,3.8,.,.,.
CCN(CC)CCN(Cc1cc2cc3c(cc2[nH]c1=O)OCO3)C(=S)NCC1CCCO1 (centres undefined),-2.3,4,-4,1,100,-4,0.0,12,5,0
CCN(CC)c1ccc(NC(=O)c2ccccc2F)cc1,1.5,4,-4,-3,88,-1,-0.5,4,-17,0
S=c1[nH]nc(CCSCc2ccccc2)n1-c1ccccc1,-0.3,1,-3,-5,95,-1,0.1,12,-3,-1
CN(CC(=O)Nc1ccc(F)cc1)C(=O)c1ccc2ccccc2n1,0.4,-2,-4,2,95,4,-0.1,11,-6,-1
CC(C)(C)c1cc(C(=O)N/N=C/c2ccncc2)n[nH]1,0.4,-11,-1,0,102,-1,-0.4,4,0,2

# Bioassay records as filed in PubChem.
